# BCLXL inh: blocks human Bcl-xL binding to Bim BH3 peptide. Q07817. inhibition, % at 10.9 µM. 320,000 compounds, 0.7% hits. GST-Bcl-xL / FITC-Bim BH3 peptide fluorescence polarization;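 active = inhibition above the mean of all tested compounds plus 3 SD, cutoff set per campaign, cut at about 30% in these data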;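 note: 0% = DMSO wells and 100% = unlabeled Bim-BH3 peptide competitor; inhibitors lower millipolarization by displacing the labeled peptide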
# MCL1 BIM primary: inhibitors of human MCL1 binding to BIM-BH3 peptide. AID 2057. GST-MCL1 / FITC-Bim-BH3 fluorescence polarization. Q07820. inhibition, % at 10.9 µM. 320,000 compounds, 0.68% hits;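 active = inhibition above the mean inhibition of all tested compounds plus 3 SD, set per campaign, cut at about 40% in these data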;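 note: 0% = DMSO wells and 100% = unlabeled Bim-BH3 peptide control; higher means more loss of mP so more displacement of Bim peptide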
# AHR activator: activators of human aryl hydrocarbon receptor. activation, % at 5 µM. 320,000 compounds, 2.5% hits. AID 2796. AHR-responsive luciferase reporter cells, luminescence; in the data active = activation above about 47%;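 note: 0% = vehicle wells and 100% = reference agonist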
# PME-1 primary: PME-1 (human) inhibition; recombinant PME-1, FP-Rh probe fluorescence polarization; inhibition, % at 5.9 µM; 320,000 compounds, 0.53% hits;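 active = inhibition above the campaign mean of all compounds plus 3 SD, cut at about 26% in these data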;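 note: competitive labeling of PME-1 active site by serine hydrolase directed probe; 0% = PME-1 with DMSO and 100% = wells lacking PME-1 enzyme; inhibitors block probe labeling so polarization falls and inhibition rises; many of its hits are not listed in these tables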
# pPAFAH FP inh: pPAFAH (human) enzyme inhibition; recombinant pPAFAH, FP-rhodamine probe fluorescence polarization; inhibition, % at 3.39 µM; 330,000 compounds, 1.5% hits; AID 463082;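 active = inhibition above the mean inhibition across the screen plus 3 SD, cut at about 25% in these data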;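 note: inhibitors block binding of the rhodamine activity-based probe so polarization drops; 0% = enzyme with DMSO and 100% = wells lacking pPAFAH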
# Target sequence (Q13093 whole entry, looked up): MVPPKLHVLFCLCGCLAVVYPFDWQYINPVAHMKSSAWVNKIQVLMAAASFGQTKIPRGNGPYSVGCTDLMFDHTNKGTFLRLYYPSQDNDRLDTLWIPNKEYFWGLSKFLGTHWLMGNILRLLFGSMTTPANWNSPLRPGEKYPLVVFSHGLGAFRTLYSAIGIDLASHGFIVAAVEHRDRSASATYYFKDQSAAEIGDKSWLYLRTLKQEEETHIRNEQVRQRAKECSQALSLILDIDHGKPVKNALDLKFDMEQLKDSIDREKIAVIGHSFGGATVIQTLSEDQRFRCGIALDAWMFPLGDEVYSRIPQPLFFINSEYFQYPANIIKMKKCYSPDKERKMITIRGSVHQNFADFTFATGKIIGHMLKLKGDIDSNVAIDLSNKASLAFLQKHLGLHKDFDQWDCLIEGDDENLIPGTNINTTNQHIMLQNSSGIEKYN
# Fam108B inh: blocks mouse Fam108B hydrolase in RBBP9 counter-screen. recombinant Fam108B, FP-Rh probe fluorescence polarization. inhibition, % at 9.51 µM. 300,000 compounds, 0.33% hits;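 active = inhibition above the screen mean inhibition plus 3 SD, computed separately per campaign, cut at about 18% in these data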;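 note: inhibitors lower polarization as less probe binds the enzyme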
# MEX-5 binding: C. elegans MEX-5 TCR-2 RNA binding activity. MEX-5/FITC-TCR2 RNA binding, fluorescence polarization; stronger effect = lower value. 300,000 compounds, 0.38% hits. Q9XUB2. activity score (negative = inhibition of binding), % at 10 µM. AID 1832;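 active = inhibition past about -25% in most replicates, and total fluorescence under double the plate's negative control median, limit read from the data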;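 note: 0% = DMSO and -100% = 5 µM competing unlabeled TCR2 RNA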
# PAFAH1B2 FP inh: blocks human PAF acetylhydrolase 1b catalytic subunit 2 | P68402 | AID 492953 | 340,000 compounds, 1.2% hits | inhibition, % at 3.39 µM | recombinant PAFAH1B2, FP-rhodamine activity probe, fluorescence polarization;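 active = inhibition above the mean of all tested compounds plus 3 SD, cut at about 24% in these data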;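 note: 0% = enzyme with DMSO and 100% = wells lacking PAFAH1B2; many of its hits are not listed in these tables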
# GLD-1 RNA inh: GLD-1-TGE RNA interaction inhibition (C. elegans); inhibition, % at 5.96 µM; 320,000 compounds, 0.44% hits; purified GLD-1 + fluorescein TGE RNA, fluorescence polarization;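 active = percent inhibition above a per-plate cutoff, the plate mean of test compounds plus 3 SD, cut at about 30% in these data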;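 note: 0% = DMSO wells with GLD-1 and probe and 100% = wells lacking GLD-1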
# Target sequence (Q17339 whole entry, looked up): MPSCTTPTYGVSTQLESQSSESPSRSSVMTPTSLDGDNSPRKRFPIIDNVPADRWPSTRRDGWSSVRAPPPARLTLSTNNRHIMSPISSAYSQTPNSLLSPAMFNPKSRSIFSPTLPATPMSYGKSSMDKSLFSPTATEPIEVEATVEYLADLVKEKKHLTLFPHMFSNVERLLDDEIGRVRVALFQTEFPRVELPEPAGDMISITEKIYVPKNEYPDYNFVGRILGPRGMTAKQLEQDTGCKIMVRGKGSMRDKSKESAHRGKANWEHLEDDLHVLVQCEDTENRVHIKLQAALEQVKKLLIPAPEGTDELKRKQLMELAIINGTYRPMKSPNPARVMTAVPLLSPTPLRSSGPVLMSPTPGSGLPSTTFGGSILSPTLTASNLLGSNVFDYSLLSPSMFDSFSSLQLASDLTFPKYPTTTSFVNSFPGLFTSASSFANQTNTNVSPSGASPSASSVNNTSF
# Starred values were filed as active, the others as inactive; · = no result given. This is a subset; the hit share may differ from the screen's.
SMILES,BCLXL inh,MCL1 BIM primary,AHR activator,PME-1 primary,pPAFAH FP inh,Fam108B inh,MEX-5 binding,PAFAH1B2 FP inh,GLD-1 RNA inh
O=C(Nc1ccccc1N1CCCC1)c1ccc(Cl)c(S(=O)(=O)N2CCOCC2)c1,12,7,7,-1,2,2,0.8,2,-2
Cc1cccc(S(=O)(=O)NCCC(=O)OCC(=O)Nc2ccc(C#N)cc2)c1,2,6,0,1,24,0,1.0,8,4
CCOC(=O)CSc1nnc(-c2ccccc2OC)o1,0,2,17,4,-7,-1,2.2,5,5
CCOC(=O)c1cnc2ccc(OC)cc2c1NCCN1CCOCC1,20,20,12,-2,1,9,1.3,1,9
O=C(NCc1ccccc1Cl)C1CCCN(c2nc3ccsc3c(=O)s2)C1 (stereo unspecified),2,1,1,-1,2,2,-0.1,·,0
CC(=NC1CCCC1)c1c(C)[nH]n(-c2nc3ccccc3s2)c1=O,-25,-25,-8,-4,-5,-4,-43*,2,-44
Cc1nc2[nH]onc2c2nccc(=O)c12,4,3,7,-3,6,4,-2.5,3,12
O=C(CSC(=S)N1CCCCC1)Nc1ncc2c(n1)CC(c1ccco1)CC2=O (stereo unspecified),3,1,-3,-2,2,-1,-0.4,·,6
O=C(CCc1c[nH]c2ccccc12)N=Nc1c(O)[nH]c2ccccc12,6,1,3,5,6,9,-2.7,-6,7
CC(C)(C)C1CCC(=NNC(=O)C2COc3ccccc3O2)CC1 (stereo unspecified),4,-5,0,-3,2,·,·,5,-5
Cc1ccc2c(c1)N(CC(=O)N1CCCCCC1)C(=O)c1cccnc1O2,3,-4,0,3,-3,-1,0.1,1,6
CC(C)C[C@H](NC(=O)c1nc[nH]c1C(=O)N1CCc2ccccc2C1)C(=O)OCc1ccccc1,7,8,1,-2,13,0,1.7,1,10
Cc1ccccc1S(=O)(=O)/N=C(/Nc1c(C)n(C)n(-c2ccccc2)c1=O)c1ccccc1,6,5,1,1,3,2,1.2,3,0
O=C(CCCSc1ccccc1)Nc1nc(-c2ccco2)c(-c2ccco2)s1,7,22,8,33*,56*,47*,-1.3,-2,1
C[C@H](NC(=O)[C@@H]1CSC2c3ccccc3C(=O)N21)C(=O)NC1CCCC1 (stereo partly specified),-1,35,3,1,6,-1,2.1,0,-4
CCOC(=O)c1cc(NC(=O)C2C3C=CC(O3)C2C(=O)O)cc(C(=O)OCC)c1 (stereo unspecified),7,8,1,4,7,4,1.5,3,1
O=C(NCc1ccc(F)cc1)C1CCN(S(=O)(=O)c2ccc(Br)s2)CC1,4,-5,-1,17,3,-1,-0.9,25*,3
O=C(N=C1c2ccccc2CN1c1ccc(F)cc1)c1ccc(Cl)nc1,3,4,38,2,-6,-2,1.3,2,-4
CC1CN(C(=O)CCNS(=O)(=O)c2ccc(Br)cc2)CC(C)O1 (stereo unspecified),7,-4,1,-7,4,-4,-1.5,2,1
[S-]C(=Nc1ccc(Cl)cc1)N[n+]1ccccc1,7,5,6,6,4,-6,-1.0,5,5

# Overlap with the part before: two compounds, followed by the next part.
SMILES,BCLXL inh,MCL1 BIM primary,AHR activator,PME-1 primary,pPAFAH FP inh,Fam108B inh,MEX-5 binding,PAFAH1B2 FP inh,GLD-1 RNA inh
CC1CN(C(=O)CCNS(=O)(=O)c2ccc(Br)cc2)CC(C)O1 (stereo unspecified),7,-4,1,-7,4,-4,-1.5,2,1
[S-]C(=Nc1ccc(Cl)cc1)N[n+]1ccccc1,7,5,6,6,4,-6,-1.0,5,5
CC(C)Oc1cccc(C(=O)C2CCCN(C(=O)CCc3cnn(C)c3)C2)c1 (stereo unspecified),1,-2,5,3,-1,-3,0.0,5,8
O=C(O)c1cn(-c2ccccc2)nc1-c1ccncc1,6,6,0,-9,4,-1,-0.1,-1,4
C(=N\NC1=Nc2cccc3cccc1c23)/c1ccccc1,-2,-20,28,3,6,-6,-11,0,32*
COc1ccc(-c2nn(-c3ccccc3)cc2CNC[C@H]2O[C@@H](n3cnc4c(N)ncnc43)[C@H](O)[C@@H]2O)cc1,·,·,-2,·,1,·,·,0,-1
OCCN(Cc1ccccc1)Cc1ccccc1F,4,5,-3,1,0,-3,-0.6,3,6
Cc1nc2ccc(F)cc2cc1C(=O)NC(C)C,8,8,16,-4,-6,1,-3.0,0,6
COC(=O)CCCC1=CC2=CC(=O)C(C)(OC(=O)c3ccco3)C(=O)C2=CO1 (stereo unspecified),67*,88*,2,5,47*,6,-42*,·,73*
O=[N+]([O-])c1ccc(Cl)c(/C=N/n2c(-c3ccncc3)n[nH]c2=S)c1,-11,-18,-2,-1,2,9,1.1,-1,5
COc1ccc(Oc2nc3c(C)cccn3c(=O)c2/C=C(\C#N)C(N)=O)cc1,10,10,16,0,-4,2,-0.2,4,4
COc1cccc(C(=O)Nc2ccc(N3CCN(C(=O)c4cccs4)CC3)cc2)c1,2,1,-4,-7,-2,-1,3.7,0,0
CCc1cc(C(=O)N(CC)CC(=O)Nc2ccc(OC)cc2)sc1C,-1,4,2,7,0,·,·,0,1
Cc1cc(OCC(=O)N2CCCC2)ccc1Cl,1,-4,1,-4,4,2,-0.2,2,9
O=C(CSc1nnnn1-c1ccc2c(c1)OCCO2)OC1CCCCC1,3,2,0,-2,5,0,·,-1,5
CC1CCN(S(=O)(=O)c2ccccc2)CC1,-5,-4,1,-4,3,1,0.2,7,0
Cn1c(NC(=O)c2ccc(F)cc2)c(-c2cccs2)c(=O)c2ccccc21,4,3,0,2,6,3,·,4,7
NC(=O)c1c(NC(=O)c2ccncc2)sc2c1CCCCCC2,1,7,14,5,-3,-2,0.9,6,5
O=C(O)[C@@H]1[C@@H]2C[C@@H]2CN1c1ncccc1[N+](=O)[O-],47*,47*,2,-1,3,-1,-3.1,0,39*
CC(=O)Nc1ccc(NC(=O)c2c(C)noc2C)cc1,5,4,-2,1,-3,2,5.1,2,5
O=c1[nH]c2ccccc2c(O)c1-c1ccccc1[N+](=O)[O-],2,4,2,-4,2,-1,1.8,3,0
O=C(c1ccc(-n2cccn2)cc1)N1CCN(c2ncccc2C(F)(F)F)CC1,-1,0,-2,7,7,0,-2.6,4,2
CCN(CC(=O)NCc1cccs1)C(=O)c1ccc(S(=O)(=O)N(C)c2ccccc2)cc1,·,·,-1,·,-1,·,·,10,3
COc1ccc(OC)c(N(/C(N)=N/c2nc(C)cc(C)n2)S(=O)(=O)c2ccc(NC(C)=O)cc2)c1,0,-5,10,0,5,-6,2.1,-4,2
CCCc1nc(SCC(=O)Nc2ccccc2OC)c2c(=O)n(C)c(=O)n(C)c2n1,5,2,5,-6,4,0,-3.7,5,5
Cc1c(C(=O)Nc2c(F)cc(F)cc2Br)sc2ncn(CC(=O)N3CCCC3)c(=O)c12,-7,-11,8,1,1,-8,0.4,2,-23
COc1cccc(C=NCC(C)N=Cc2cccc(OC)c2O)c1O (stereo unspecified),4,9,1,-2,6,0,0.2,-1,2
C=C1C(=O)[C@@]23[C@H](O)C[C@@H]4C(C)(C)CC[C@H](O)[C@]4(C)[C@@H]2C[C@H](O)[C@@H]1[C@H]3O,8,3,-2,1,2,4,1.2,81*,-2
CC(NC=C1C(=O)OC(C)(C)OC1=O)C(=O)O (stereo unspecified),5,17,-2,-5,-1,-1,-2.2,5,7
CC(=O)Nc1ccc(S(=O)(=O)NCCC(=O)NC(C)c2cccs2)cc1 (stereo unspecified),·,·,-1,·,1,·,·,3,4
CC1CCCCN1C(=O)COC(=O)c1cccc(NS(=O)(=O)c2ccccc2)c1 (stereo unspecified),1,2,-1,-1,0,10,-1.1,10,5
Nc1nc(Nc2ccccc2F)nc(NCCO)c1[N+](=O)[O-],-4,-5,6,6,-2,-1,-0.8,·,-1
O=C(Nc1nnc(C2CC2)s1)c1n[nH]c(=O)c2ccccc12,-3,-3,65*,-1,-1,-3,-8.3,0,-20
COc1ccc([C@@H]2C[C@H]3CN(c4ccccc4)C(=O)[C@]34CCCN24)c(OC)c1OC,3,7,2,-2,0,0,-1.8,4,-4

# In another format: entries from further up
SMILES | BCLXL inh | MCL1 BIM primary | AHR activator | PME-1 primary | pPAFAH FP inh | Fam108B inh | MEX-5 binding | PAFAH1B2 FP inh | GLD-1 RNA inh
Cc1cccc(S(=O)(=O)NCCC(=O)OCC(=O)Nc2ccc(C#N)cc2)c1 | 2 | 6 | 0 | 1 | 24 | 0 | 1.0 | 8 | 4
CCOC(=O)CSc1nnc(-c2ccccc2OC)o1 | 0 | 2 | 17 | 4 | -7 | -1 | 2.2 | 5 | 5

# 5 compounds out of the list above, ordered by the number in BCLXL inh, highest first:
structure | BCLXL inh
O=C(O)[C@@H]1[C@@H]2C[C@@H]2CN1c1ncccc1[N+](=O)[O-] | 47*
CC1CN(C(=O)CCNS(=O)(=O)c2ccc(Br)cc2)CC(C)O1 (stereo unspecified) | 7
COc1cccc(C=NCC(C)N=Cc2cccc(OC)c2O)c1O (stereo unspecified) | 4
O=C(NCc1ccccc1Cl)C1CCCN(c2nc3ccsc3c(=O)s2)C1 (stereo unspecified) | 2
CCc1cc(C(=O)N(CC)CC(=O)Nc2ccc(OC)cc2)sc1C | -1

# Screening results (PubChem)
